Bioassay records as filed in PubChem.
CSM14.1 death rescue – rescue of cells from ER stress-induced death, primary screen, 384-well, CSM14.1, thapsigargin, ATP luminescence (AID 1222). 190,000 tested, under 10 active. cellular ATP content (survival), % at 20 µM; hits with a dose series show EC50 in µM. CSM14.1 thapsigargin-induced death rescue, ATP luminescence; higher % means a stronger effect;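 active means EC50 below 50 µM in the dose-response confirmation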;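 further: death triggered by thapsigargin at about 15 µM added after 2 h compound pretreatment; cell ATP read after overnight thapsigargin exposure of roughly 18 to 22 hours; normalized against plate controls of thapsigargin alone and 5% DMSO vehicle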
human PMI inhibition – inhibitors of human PMI, primary screen, biochemical, fluorescence intensity, coupled assay (AID 1209). Mannose-6-phosphate isomerase (Homo sapiens). purified PMI enzyme, coupled fluorescence intensity; higher % means a stronger effect. inhibition, % at 20 µM; hits with a dose series show IC50 in µM. 190,000 tested, 0.42% active;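 further: plate controls were DMSO vehicle for no effect and wells lacking substrate for full effect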
Salmonella PhoP GFP – inhibitors of PhoP regulon expression, primary screen, Salmonella Typhimurium, GFP reporter (AID 1863); S. Typhimurium PhoP-regulated promoter GFP reporter, 4 h; higher % means a stronger effect; inhibition, % at 50 µM, or IC50 in µM where a hit was titrated; 300,000 tested, 0.16% active;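 active means inhibition over 29.93%, a cutoff 3 SD above the screen mean, later confirmed by dose response; inconclusive means inhibition over 29.93% but no dose response follow-up; inactive means inhibition at most 29.93% or unconfirmed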;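 further: 0% = low Mg2+ inducing control and 100% = high Mg2+ repressing control; strong numbers were not always called active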
RSV CPE inhibition – RSV antiviral activity via CPE protection, HEp-2 cells, primary 10 µM value included (AID 2391) | 310,000 tested, 0.13% active | CPE inhibition, % at 10 µM; hits with a dose series show IC50 in µM | HEp-2 cells, RSV-induced CPE inhibition; higher % means a stronger effect; in the data active means a potency from the dose series; inconclusive means CPE inhibition mostly from about 23% at the one dose, without a potency; inactive means the rest, 99 in 100 with CPE inhibition below about 21%; further: strong numbers were not always called active
SV40 large T antigen – SV40 large T antigen inhibitors, biochemical (AID 1903) | 310,000 tested, 0.39% active | inhibition, % at 20 µM, or IC50 in µM where a hit was titrated | SV40 large T antigen ATPase/helicase inhibition assay; higher % means a stronger effect; in the data active means a potency from the dose series; inconclusive means inhibition mostly from about 32% at the one dose, without a potency; inactive means the rest, 99 in 100 with inhibition below about 32%; further: strong numbers were not always called active
TNAP activators – human TNAP enzyme activators, primary screen, biochemical, luminescent, no phosphate acceptor, uHTS (AID 1001); purified TNAP, luminescent activation assay, no phosphate acceptor; higher activation fold means a stronger effect; one-dose activation fold at 20 µM; EC50 in µM for titrated hits; 200,000 tested, 0.03% active; in the data active means activation fold from about 3, or a potency from the dose series; inactive means the rest, 99 in 100 with activation fold below about 1.6; further: many of its hits are not listed in these tables
PMI inhibition – human PMI inhibitors, high substrate, primary screen, biochemical, fluorescence intensity, high mannose 6-phosphate (AID 1220); recombinant PMI enzyme, coupled fluorescence intensity; higher % means a stronger effect; one-dose inhibition, % at 20 µM; IC50 in µM for titrated hits; 190,000 tested, 0.66% active
West Nile antiviral – West Nile virus antiviral activity, cell-based, CPE readout (AID 1621) | 290,000 tested, 0.02% active | one-dose CPE inhibition, % at 10 µM; IC50 in µM for titrated hits | West Nile virus-infected cells, CPE inhibition; higher % means a stronger effect; in the data active means a potency from the dose series; inconclusive means CPE inhibition mostly from about 3.7% at the one dose, without a potency; inactive means the rest, 99 in 100 with CPE inhibition below about 2.2%; further: strong numbers were not always called active
Insulin prom up – insulin promoter activators in MIN6 cells, imaging, high-content screening, mouse beta cells; MIN6 insulin promoter-GFP reporter; stronger effect = higher value; z-score at 5 µM; 190,000 tested, 0.3% active; AID 1625, 2009;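 active means z-score above 3 at 5 µM with at least 500 cells counted in the well; inconclusive means wells under 500 cells, flagged as cytotoxic or low count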
Insulin prom up cell count – also measured in Insulin prom up; calls as there; cell count; measured here: cytotoxicity, nuclei count;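 total cells summed across four imaged fields per well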
* hit, by the source's call; ? = inconclusive; . = no result given. Unless noted, no stated cut-off is given here; in the data, active means inhibition above about 50%; inactive means the rest.

SMILES	CSM14.1 death rescue	human PMI inhibition	Salmonella PhoP GFP	RSV CPE inhibition	SV40 large T antigen	TNAP activators	PMI inhibition	West Nile antiviral	Insulin prom up	Insulin prom up cell count
Cn1ccnc1SCC(=O)Nc1ccc2c(c1)OCO2	-1.1%	2.9%	9.2%	3.6%	7.1%	1.1	-8.0%	-1.0%	.	.
COc1ccc(S(=O)(=O)N2CCOCC2)cc1C(C)C	.	1.4%	-7.1%	-0.3%	3.4%	1.1	4.0%	-0.2%	0.17	1309
CC(=O)c1ccc(NC(=O)c2cc(CC(C)C)on2)cc1	.	4.3%	-5.0%	1.1%	3.7%	1.1	5.9%	0.0%	1.45	1985
C=CCNC(=O)CN1C2CCCC1CC(NC(=O)c1ccccc1C)C2 (centres undefined)	-0.1%	-3.2%	0.3%	1.2%	-1.5%	1.1	0.0%	-0.5%	0.3	1160
O=C(O)c1cc(-c2ccc(Cl)cc2)n(-c2ccc(Cl)cc2)n1	.	-5.9%	-6.2%	1.7%	16.2%	1.1	1.6%	.	0.57	1270
CCOC(=O)c1ccc(Nc2nnc(C)c3ccccc23)cc1	.	.	-5.2%	.	9.4%	.	.	-0.1%	-0.34	1008
COc1ccc(S(=O)(=O)N2CCC3(CC2)OCCO3)cc1	-1.4%	3.5%	-6.3%	0.1%	7.4%	1.1	6.2%	0.0%	-0.02	1587
Cn1c(SCC(=O)N2CCN(Cc3ccccc3)CC2)nnc1-c1ccncc1	-2.3%	4.0%	10.2%	-1.0%	6.5%	1.1	-3.4%	0.6%	-1.01	1339
Cc1nn(C)cc1/C=N/NC(=O)c1sc2ccccc2c1Cl	-1.8%	2.3%	3.8%	2.4%	3.8%	1.1	-2.4%	-0.3%	1.52	839
CCCOc1ccc(/C(O)=C2/C(=O)C(=O)N(CCCn3ccnc3)C2c2ccco2)cc1 (centres undefined)	-1.6%	1.2%	-3.2%	0.1%	3.8%	1	10.4%	0.8%	.	.
Cn1c(C(=O)OC(C(=O)NCC2CCCO2)c2cccnc2)cc2sccc21 (centres undefined)	1.1%	5.7%	-2.0%	0.4%	1.5%	1.1	19.6%	-0.6%	0.21	1440
N#C/C(=C\c1c(Cl)cccc1Cl)c1nc2ccccc2[nH]1	.	.	24.7%	44.1%	7.1%	.	.	-1.1%	0.61	1341
O=C(CCC(=O)Nc1cccc(Cl)c1)N/N=C/c1cc([N+](=O)[O-])ccc1O	-1.4%	7.0%	-6.1%	4.2%	1.9%	0.2	-13.3%	-0.3%	0.62	1156
CCS(=O)(=O)NCCc1cc2ccc(C)cc2[nH]c1=O	-2.5%	7.3%	-3.6%	1.2%	22.3%	1.1	2.7%	-0.3%	-0.43	1578
O=C(NCCN1CCOCC1)c1ccc(F)cc1	-2.3%	2.1%	5.3%	0.9%	-1.6%	1.1	4.6%	-0.2%	0.99	1001
COc1ccc(OC)c(C(=O)CSc2nnnn2C)c1	-2.0%	9.0%	-10.2%	2.1%	10.8%	1	25.3%	-0.3%	0.04	1054
O=C1c2ccsc2SCCN1Cc1cccc(F)c1	.	.	14.3%	1.9%	10.9%	.	.	-0.9%	.	.
CCn1cc(CNC(=O)CC2C(=O)NCCN2CC(c2ccccc2)c2ccccc2)cn1 (centres undefined)	1.1%	-9.8%	4.1%	-1.2%	3.0%	1.1	7.6%	-0.6%	-0.23	1335
CCOC(=O)C1=C(C)N(C)C(C)=C(C(=O)OCC)C1c1ccncc1	-2.5%	10.4%	10.1%	10.5%	1.3%	1	6.1%	0.0%	-0.33	1440
CN(c1ccccc1C(=O)Nc1ccc(F)c(Cl)c1)S(C)(=O)=O	-0.4%	1.6%	0.9%	1.0%	7.2%	1	7.0%	-1.2%	0.29	1319

Part of the list above in order of length of the SMILES, smallest number first.
SMILES	CSM14.1 death rescue	human PMI inhibition	Salmonella PhoP GFP	RSV CPE inhibition	SV40 large T antigen	TNAP activators	PMI inhibition	West Nile antiviral	Insulin prom up	Insulin prom up cell count
Cn1ccnc1SCC(=O)Nc1ccc2c(c1)OCO2	-1.1%	2.9%	9.2%	3.6%	7.1%	1.1	-8.0%	-1.0%	.	.
CC(=O)c1ccc(NC(=O)c2cc(CC(C)C)on2)cc1	.	4.3%	-5.0%	1.1%	3.7%	1.1	5.9%	0.0%	1.45	1985
Cn1c(C(=O)OC(C(=O)NCC2CCCO2)c2cccnc2)cc2sccc21 (centres undefined)	1.1%	5.7%	-2.0%	0.4%	1.5%	1.1	19.6%	-0.6%	0.21	1440

(cont.)
SMILES	CSM14.1 death rescue	human PMI inhibition	Salmonella PhoP GFP	RSV CPE inhibition	SV40 large T antigen	TNAP activators	PMI inhibition	West Nile antiviral	Insulin prom up	Insulin prom up cell count
O=C(CCC(=O)CCN1CCCCC1)CCN1CCCCC1	-0.7%	10.6%	-10.3%	1.4%	22.1%	1.1	17.1%	-0.5%	-0.16	1805
CCOc1ccc(/C=N/Nc2nc(C)cs2)c(O)c1	.	.	8.3%	20.2%	17.5%	.	.	-0.9%	.	.
Fc1ccc(NC(=S)Nc2ccc(Cl)cc2Cl)cc1	-0.6%	2.7%	-8.3%	11.8%	6.5%	1	1.4%	1.3%	0.37	1422
O=C(Nc1cccnc1)C1CC(c2ccccc2O)=NO1 (centres undefined)	2.3%	8.6%	20.9%	7.9%	3.1%	1	12.2%	-0.3%	0.39	939
O=C1NC(=O)/C(=C/c2cccc([N+](=O)[O-])c2)N1	.	.	-9.8%	51.7%	11.7%	.	.	-0.8%	-0.29	1356
COc1ccc(Nc2nc(Nc3ccc(OC)cc3OC)nc(N3CCN(C)CC3)n2)c(OC)c1	0.8%	19.8%	4.1%	5.5%	6.3%	1.2	4.7%	0.5%	.	.
CC[C@@H](C)C(N)c1cn([C@@H](CCC(=O)O)C(=O)N2CCNCC2)nn1 (some centres undefined)	-0.4%	-18.6%	-2.0%	1.9%	4.1%	1.1	-14.7%	-0.3%	1.24	1379
O=C(O)CC(NS(=O)(=O)Cc1ccccc1)c1cccc([N+](=O)[O-])c1 (centres undefined)	.	.	6.4%	0.7%	3.0%	.	.	-0.1%	.	.
Cn1c(SCc2ccccn2)nnc1-c1ccccc1	-0.4%	2.9%	-6.1%	0.4%	25.7%	1.1	1.7%	0.5%	0.11	1377
O=C(CSc1nc(CCC2CCCC2)nc2ccccc12)NCc1ccc2c(c1)OCO2	-2.0%	6.4%	-5.6%	8.0%	3.3%	1.1	-5.1%	-1.5%	.	.
O=C(CCCN1C(=O)c2ccccc2C1=O)NCCc1ccc(OC(F)F)cc1	.	.	1.7%	2.1%	9.6%	.	.	-0.5%	.	.
CSc1ccc(S(=O)(=O)Nc2ccc(S(=O)(=O)Nc3ccc(C)cc3)cc2)cc1	-3.3%	27.9%	15.9%	-2.5%	9.6%	1	17.8%	0.3%	.	.
Cc1ccc(NC(=O)CC2SC(=NCC3CCCO3)NC2=O)cc1Cl (centres undefined)	2.8%	4.7%	4.6%	0.1%	-0.3%	1.1	1.0%	-0.5%	-0.06	1480
CCCCOCCCNc1ncnc2c1[nH]c1ccccc12	-0.5%	2.6%	21.9%	-0.2%	19.4%	1.2	0.6%	?	?	.
COCCCNC(=O)Cn1c(=O)n(Cc2ccc(C(=O)NCCc3ccc(OC)c(OC)c3)cc2)c(=O)c2ccccc21	2.1%	6.1%	-6.1%	2.8%	4.1%	1.1	-1.9%	0.4%	-0.41	1295
CCOC(=O)N1CCN(C(=O)CS(=O)(=O)Cc2nc(-c3cccc(OC)c3)oc2C)CC1	.	.	2.8%	5.1%	8.5%	.	.	-0.9%	.	.
COc1ccc(C(=O)OCCN=C2NS(=O)(=O)c3ccccc32)cc1OC	-1.8%	-7.3%	-1.4%	-0.9%	7.8%	1.2	-9.7%	0.1%	-0.41	1429
Cc1ccc(C(=O)NCCc2ccc(S(N)(=O)=O)cc2)o1	-2.0%	6.3%	-2.4%	0.8%	5.9%	1.2	7.2%	-0.3%	0.4	1594
CCCc1nc2ccccc2c(=O)n1/N=C/c1ccc(O)cc1O	1.8%	-11.8%	17.4%	6.7%	10.9%	1.1	-21.2%	-0.3%	0.82	1087
COc1ccc(Nc2nc(N)nc(C(F)(F)F)n2)c(OC)c1	-2.2%	12.6%	3.1%	-0.5%	6.7%	1.1	10.1%	-0.1%	0.18	1966
Cc1ccccc1N1CCN(S(=O)(=O)c2ccc3oc(=O)ccc3c2)CC1	0.3%	11.6%	-7.8%	7.7%	1.6%	1.1	7.0%	-0.2%	-0.08	1735
O=C(NC12CC3CC(CC(C3)C1)C2)c1cccnc1Cl	.	.	-3.3%	1.7%	4.0%	.	.	2.0%	.	.
COc1cc(NS(=O)(=O)c2ccc(NC(=S)NC(=O)CC(C)C)cc2)nc(OC)n1	-2.7%	0.1%	2.0%	3.7%	8.0%	1	-2.5%	0.6%	.	.
COC(=O)c1sccc1NC(=O)Nc1cc(C)ccc1OC	.	.	4.5%	1.9%	10.2%	.	.	-0.5%	.	.
Cn1nc(C(C)(C)C)c([N+](=O)[O-])c1C(N)=O	.	.	-7.3%	1.0%	11.9%	.	.	-0.3%	-0.1	1081
CCc1ccc(CNC(=O)CCS(=O)(=O)Cc2ccccc2F)cc1	.	.	-1.0%	0.5%	6.1%	.	.	-0.3%	.	.
Fc1ccc(-c2csc(N3CCC(c4ccccc4)C3)n2)cc1 (centres undefined)	-3.8%	-15.1%	-5.2%	3.9%	5.1%	1	-9.8%	0.1%	1.66	1383
NC(=S)N/N=C/c1ccc2ccccc2c1	1.9%	11.1%	-10.3%	-1.5%	-0.8%	1.2	-5.0%	-0.5%	-0.39	1177
CCC(=O)N1CCn2c1nc1ccccc12	-0.2%	7.4%	3.1%	0.7%	20.0%	1.1	3.7%	0.7%	.	.
CC1(C)C(c2cccs2)=[N+]([O-])C2(CCCCC2=O)N1O (centres undefined)	0.2%	-3.1%	-4.8%	-1.4%	9.7%	1.1	4.2%	0.0%	-0.29	1652
CN(CC(=O)N1CCCCCC1)S(=O)(=O)c1ccc(Br)cc1	.	.	4.1%	1.8%	9.7%	.	.	-1.2%	.	.
COc1cccc(CC(=O)N2CCCC(CCC(=O)N3CCN(c4ccccn4)CC3)C2)c1 (centres undefined)	2.3%	-1.3%	3.8%	1.1%	4.8%	1.1	1.1%	-0.3%	-0.11	1668
Cn1ccnc1COc1ccc(/C=N/O)cc1	.	.	0.1%	1.5%	9.7%	.	.	0.1%	.	.
CC(=O)c1ccc(C)cc1OC(=O)c1cccc(F)c1	-0.4%	-5.4%	-2.8%	-1.1%	7.7%	1.1	-9.4%	0.5%	-0.4	1326
COc1ccc(CN(CC2CCC(C(=O)O)CC2)C(=S)Nc2ccccc2C)cc1 (centres undefined)	-5.4%	-9.7%	-7.5%	3.3%	6.4%	1	-4.7%	0.1%	-0.8	1283
Cc1cc(C)c2c(N)c(C(=O)N/N=C/c3cccnc3)sc2n1	.	.	-2.9%	6.1%	11.5%	.	.	0.8%	-0.08	975
CCO[C@@H]1OC(C(=O)N2CCOCC2)=C[C@H](c2ccc(C(F)(F)F)cc2)[C@H]1CCCO	-0.8%	13.3%	-1.7%	1.7%	3.4%	1	13.0%	-0.9%	-0.86	1337
